High-throughput results: PubChem, several laboratories
MDM2 E3 inh = Mdm2 E3 ligase (human) inhibition; Q00987; cell-based MDM2 ubiquitination luciferase reporter, 2 h; 0 = plate control, 100 = twice control, blank-subtracted; signal enhancement, % at 5 µM; hit rate 0.11% among 210,000;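 active = signal enhancement of 30% or more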;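 note: luminescence tracks abundance of the self-degrading MDM2-luciferase fusion protein; higher signal means inhibition of MDM2 E3 ligase activity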
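Test system: mammalian cells stably expressing self-ubiquitinating, self-degrading MDM2 E3–luciferase fusion; Amount: 2000 cells in each well; Medium: DMEM; Schedule: 4 h settle plus 2 h compound, 37 °C; Technique: SteadyLite luciferase luminescence after 15 min room-temperature reagent incubation; Benchmarks: plate control and blank wells.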
eIF4E 4G PPI = blocks eIF4E binding to eIF4G. P63073+Q04637. TR-FRET eIF4E-eIF4GI(517-606) binding, 2 h. inhibition, % at 21.7 µM. hit rate 0.37% among 220,000. AID 782;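 active = inhibition above about 30%, limit read from the data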;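 note: 0% = full FRET control wells and 100% = background wells lacking eIF4GI fragment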
EBV gp42 inh = EBV gp42 inhibition | Q1HVG2 | Fluorescence polarization binding assay, mP read-out | inhibition, % (tested at 21.74 µM) | hit rate 0.42% among 220,000; in the data active = inhibition above about 50%
Cl transport mod = modulators of human KCC2 chloride dependent transport; B-score of Tl+ flux slope (higher = more flux/activation; lower = inhibition) at 10 µM; KCC2 cells, thallium flux FluoZin-2 fluorescence; hit rate 2.2% among 190,000;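 active = thallium flux slope and its plate-corrected score both differing from the plate sample mean at a set confidence after two filtering rounds, in either direction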;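 note: slope of fluorescence scaled to starting intensity during 10 to 20 s after thallium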
Target sequence (Q9H2X9 whole entry, looked up): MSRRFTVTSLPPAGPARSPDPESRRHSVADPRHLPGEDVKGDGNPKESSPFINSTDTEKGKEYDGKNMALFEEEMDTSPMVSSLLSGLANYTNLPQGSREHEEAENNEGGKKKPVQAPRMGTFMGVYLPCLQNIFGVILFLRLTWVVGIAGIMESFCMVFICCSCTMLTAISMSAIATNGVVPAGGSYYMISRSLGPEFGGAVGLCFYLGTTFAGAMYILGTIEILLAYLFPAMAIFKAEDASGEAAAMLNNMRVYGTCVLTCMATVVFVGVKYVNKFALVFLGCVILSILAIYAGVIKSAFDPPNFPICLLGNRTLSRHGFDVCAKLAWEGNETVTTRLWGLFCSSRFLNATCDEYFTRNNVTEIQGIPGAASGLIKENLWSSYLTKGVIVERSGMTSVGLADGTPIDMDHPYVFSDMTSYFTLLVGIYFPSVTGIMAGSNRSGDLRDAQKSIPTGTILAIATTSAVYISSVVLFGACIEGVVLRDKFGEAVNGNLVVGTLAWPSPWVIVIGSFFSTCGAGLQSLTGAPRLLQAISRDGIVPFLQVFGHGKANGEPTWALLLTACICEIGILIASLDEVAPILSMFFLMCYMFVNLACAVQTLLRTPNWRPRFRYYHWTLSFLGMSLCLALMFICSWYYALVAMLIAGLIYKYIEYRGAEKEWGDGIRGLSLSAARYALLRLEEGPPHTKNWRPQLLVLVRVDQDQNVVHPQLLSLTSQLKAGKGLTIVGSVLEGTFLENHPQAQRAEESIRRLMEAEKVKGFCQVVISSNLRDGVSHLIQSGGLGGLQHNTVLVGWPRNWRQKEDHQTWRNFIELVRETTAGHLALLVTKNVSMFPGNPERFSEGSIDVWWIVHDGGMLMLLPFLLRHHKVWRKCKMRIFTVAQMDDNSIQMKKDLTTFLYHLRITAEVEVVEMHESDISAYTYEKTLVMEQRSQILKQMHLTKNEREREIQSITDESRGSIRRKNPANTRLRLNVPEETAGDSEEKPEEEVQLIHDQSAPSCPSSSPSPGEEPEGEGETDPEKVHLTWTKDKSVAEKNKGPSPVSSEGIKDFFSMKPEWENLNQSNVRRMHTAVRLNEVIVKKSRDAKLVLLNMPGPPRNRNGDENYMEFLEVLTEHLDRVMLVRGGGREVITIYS
TNF death inh = TNF-alpha cell death inhibition in Jurkat FADD-/- cells; Jurkat FADD-/- TNF necroptosis rescue, ATP luminescence, 24 h; 0 = TNF only, 100 = no-TNF cells; activation (protection from cell death), % at 10 µM; hit rate 0.068% among 220,000; AID 463075;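 active = activation, meaning protection from cell death, of at least 50% relative to plate controls; inactive = activation below 50%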;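 note: necroptosis triggered by 40 ng/mL TNF-alpha added together with compound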
PERK inhibitor = human PERK inhibition, primary cell-based screen | Q9NZJ5 | CHO PERK-DD fusion, SEAP luminescence translation reporter | inhibition, % at 5.6 µM | hit rate 0.17% among 220,000 | AID 1416;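 active = inhibition above the mean inhibition of all tested compounds plus 3 SD, set separately per screening campaign, cut at about 2.9% in these data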;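 note: PERK kinase domain activated by AP20187 dimerizer at 100 nM; 0% = DMSO with dimerizer and 100% = rapamycin at 8.4 µM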
Rad51 HR inh = Rad51 (human) homologous recombination inhibition. Q06609. hRad51 DNA strand exchange, fluorescence dequenching. inhibition, % at 10 µM. hit rate 0.085% among 200,000. AID 1385;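 active = inhibition above 40% at the single screening dose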;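 note: 0% = DMSO control wells and 100% = blanks with heterologous ssDNA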
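Material: human Rad51–ssDNA filaments; Probe or stimulus: labelled 47-mer dsDNA for strand exchange; Doses: single 10 µM dose; Incubation: 37 °C 15-min filament assembly, 30-min compound preincubation, 15-min exchange; Technique: FRET fluorescence dequenching, excitation 485 nm, emission 520 nm; Measure: Fluorescence-based percent inhibition, control- and blank-normalised; Benchmarks: plate control and blank wells.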
Calpain2 inh = inhibitors of pig calpain II; inhibition, % at 16 µM; hit rate 0.37% among 220,000; purified calpain II, fluorogenic peptide substrate, 30 min;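 active = inhibition above about 50%, limit read from the data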
L929 necroptosis = L929 zVAD cell death inhibition. L929 zVAD necroptosis rescue, ATP luminescence, 24 h; with zVAD 60 µM. hit rate 0.38% among 220,000. AID 1377. viability rescue, % at 10 µM;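 active = activation, scaled between plate controls, above about 75%, limit read from the data; inactive = activation under that limit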;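 note: 0% = zVAD with DMSO and 100% = DMSO alone without zVAD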
* marks the source's active call; other numbers are inactive results; i = inactive; / = no result given; [ ] = another dose, or the depositor's remark.

SMILES	MDM2 E3 inh	eIF4E 4G PPI	EBV gp42 inh	Cl transport mod	TNF death inh	PERK inhibitor	Rad51 HR inh	Calpain2 inh	L929 necroptosis
O=C(Cc1ccc(Cl)cc1)NNC1CC(=O)N(c2ccc3ccccc3c2)C1=O (configuration not stated)	/	-5	3	-1.5	0.4	0.8	1	-9	-0.8
O=C(NC1CCCCC1)C1CC(O)CN1C(=O)OCc1ccccc1 (configuration not stated)	-10	1[fluorescence artefact?]	-17	0.29	-0.3	0.1	14	-5	0.3
O=C(NCc1ccco1)C1CCCN(S(=O)(=O)c2cccc3nsnc23)C1 (configuration not stated)	-2	-2	-21	1.1	2.9	-1.3	5	-10	1.7
O=C(OCc1nnc(-c2ccccc2)o1)c1ccc(CO)cc1	-10	2	-13	-0.041	0.3	0.1	-8	20	0.7
O=C(N/N=C/c1ccccc1)c1ccco1	-12	5	-4	1.6	-0.8	1.0	5	-9	0.1
CCNC(=O)CC1SC(=Nc2ccc(Cl)cc2)N(CC)C1=O (configuration not stated)	0	3	-18	-0.59	0.8	0.2	-4	11	-0.2
O=C(NNC(=S)NC1CC2C=CC1C2)c1cccnc1 (configuration not stated)	-19	0	5	-0.022	-1.2	0.4	15	-16	0.0
NC(=O)C1(N2CCCCC2)CCN(C(=O)NC2CCCCC2)CC1	1	-4[fluorescence artefact?]	-13	0.21	-1.2	-0.9	5	-16	0.0
COc1ccccc1CN1CCNC(=O)C1CC(=O)N(C)Cc1ccon1 (configuration not stated)	-12	-2	0	1.2	-1.1	0.7	-13	14	0.0
Cc1cc(C)c(NC(=O)c2cc(=O)c3ccccc3o2)c(C)c1	-11	0	-2	-1.1	-0.4	-0.5	-17	7	0.4
Brc1ccc(-c2csc(/N=C/N3CCOCC3)n2)cc1	-2	-1	7	0.54	-1.8	0.1	3	-25	6.2
CCN(CC)S(=O)(=O)c1ccc(N/N=C/c2cc(OC)ccc2O)nc1	-87	-4	1	1.5	-7.6	-0.6	19	37	37
CC(C(=O)O)N1C(=O)/C(=C/C=C/c2ccco2)SC1=S (configuration not stated)	-27	/	/	0.0013	-5.3	0.1	-33	/	-0.4
COc1ccc(-c2nnn(CC(=O)N3CCN(c4ccccc4OC)CC3)n2)cc1OC	-13	-2	9	-0.0074	2.0	-0.9	-1	10	-1.0
Cn1c(=S)oc2ccccc21	4	-4	-16	/	0.2	2.1	14	-16	0.3
O=C(CCCOc1ccccc1)NCC1CCCO1 (configuration not stated)	2	1[fluorescence artefact?]	-11	/	1.0	0.3	-9	-19	1.0
O=C1C2Sc3[nH]c(=O)sc3C(c3ccccc3)C2C(=O)N1c1ccccc1 (configuration not stated)	-13	0	-7	-12*	-1.3	0.4	4	14	0.2
C/C(=N\NS(=O)(=O)c1ccc(C)cc1)c1cc2ccccc2oc1=O	0	2	-2	-0.35	-0.5	1.5	14	-6	2.1
CN(C)S(=O)(=O)N1CCN(S(=O)(=O)c2ccc3ccccc3c2)CC1	-6	1	-25	1.1	0.7	-0.4	-4	-2	0.3
Cc1ccc(/C=N/n2c(-c3cccs3)n[nH]c2=S)cc1	-18	20	-29	30*	-0.9	1.2	-3	-10	0.3
CCCC12CN3CC(CCC)(CN(C1)C3C(O)C(O)C(O)CO)C2=O (configuration not stated)	-13	-2[fluorescence artefact?]	-18	0.25	-11	1.0	-4	-4	0.1
C=CCn1c(SCC(=O)Nc2nc3ccccc3s2)nnc1-c1ccccc1O	-19	7[fluorescence artefact?]	0	-0.37	2.9	-0.3	-4	8	0.4
COc1ccc(CC/C(C)=N\NC(N)=O)cc1	5	-7	3	0.46	3.4	2.2	/	-13	1.9
Cc1sc2ncnc(N3CCOCC3)c2c1C	-9	8	-10	0.56	-2.6	0.0	2	-2	-0.2
Cc1nc(-n2[nH]c3c(c2=O)CCCC3)[nH]c(=O)c1Cc1ccccc1	-12	-7	-15	/	-19	-1.4	-21	-16	16

4 entries out of the list, arranged by formula weight, lowest first:
SMILES	MDM2 E3 inh	eIF4E 4G PPI	EBV gp42 inh	Cl transport mod	TNF death inh	PERK inhibitor	Rad51 HR inh	Calpain2 inh	L929 necroptosis
Cn1c(=S)oc2ccccc21	4	-4	-16	/	0.2	2.1	14	-16	0.3
COc1ccccc1CN1CCNC(=O)C1CC(=O)N(C)Cc1ccon1 (configuration not stated)	-12	-2	0	1.2	-1.1	0.7	-13	14	0.0
CCN(CC)S(=O)(=O)c1ccc(N/N=C/c2cc(OC)ccc2O)nc1	-87	-4	1	1.5	-7.6	-0.6	19	37	37
COc1ccc(-c2nnn(CC(=O)N3CCN(c4ccccc4OC)CC3)n2)cc1OC	-13	-2	9	-0.0074	2.0	-0.9	-1	10	-1.0

(continued)
SMILES	MDM2 E3 inh	eIF4E 4G PPI	EBV gp42 inh	Cl transport mod	TNF death inh	PERK inhibitor	Rad51 HR inh	Calpain2 inh	L929 necroptosis
CCC(C(=O)Nc1sc(C(N)=O)c(C)c1C(=O)OC)c1ccccc1 (configuration not stated)	-15	2	-31	-1.6	0.9	1.1	-28	-3	-0.5
COc1cc(CNC2CCCCCC2)cc(OC)c1OC	-3	-3	-26	0.22	-0.5	0.0	-107	10	-0.5
COc1ccc(CN2CCNC(=O)C2CC(=O)N2CCc3ccccc3C2)c(OC)c1 (configuration not stated)	-11	1	-12	-1.4	0.9	0.0	6	12	-0.9
COc1cc(/C=C/C(=O)O)cc(S(=O)(=O)Nc2ccc3c(c2)OCO3)c1OC	-13	2	-2	0.53	-0.4	0.4	8	13	4.2
O=C(NCc1nc2ccccc2[nH]1)c1ccc(S(=O)(=O)N2CCCC2)cc1	-2	1	-10	-0.72	1.5	1.0	-31	-43	6.2
COc1cccc(C(=O)c2sc(NC(C)C)nc2N)c1	-23	-6	-6	-0.34	15	1.2	1	-2	60
CC1CC(C)CN(C(=O)Cn2c(=O)n(CCCCC(=O)NCc3ccco3)c(=O)c3ccccc32)C1 (configuration not stated)	-7	-2	-6	/	-0.5	-0.2	-7	47	-0.4
CCOC(=O)c1c(C)nc(-c2ccccc2)nc1NC(C)=O	-20	4[fluorescence artefact?]	-15	0.041	-3.5	-0.3	-5	-24	0.3
COc1ccccc1OCCC(=O)OCC(=O)Nc1ccc(Br)cc1F	-5	0	-12	-3.4	6.0	0.3	-3	-4	1.3
FC(F)(F)c1cc(-c2ccco2)nc(NCc2ccc(Cl)cc2)n1	-14	11	-2	0.6	1.6	0.6	1	-21	-0.7
COc1ccccc1NC(=O)N1CCN(c2ccccc2F)CC1	-10	-4	-19	0.034	0.0	-1.1	3	26	0.2
COc1cc2c(cc1OC)C1=C(C#N)CC/C(=N\S(=O)(=O)c3cccc(Cl)c3)N1CC2	-4	-18	-21	-0.74	1.6	0.1	2	-17	0.3
Cc1ccc(S(=O)(=O)Oc2cccc(N3C(=O)C4CC=CCC4C3=O)c2)cc1 (configuration not stated)	-18	4	-5	-0.01	-1.8	1.0	-3	11	-0.5
CCOc1ccc(-n2cnc3sc4c(c3c2=O)CCCC4)cc1	-1	-2	1	-1.4	0.7	-2.1	10	9	1.2
Cc1ccc(S(=O)(=O)c2nnn3c2nc(Nc2cccc(C)c2)c2ccccc23)cc1	5	12	-13	-0.15	1.2	0.7	-1	-209	-0.3
O=C(CN1N=C(c2ccccc2)CCC1=O)NCCN1CCc2ccccc2C1	/	0	-8	-0.21	1.0	-0.5	/	21	0.1
Nc1ncnc2oc(-c3ccco3)c(-c3ccco3)c12	-15	11[fluorescence artefact?]	45	/	-9.3	1.4	-13	i	79*
CCC(C(=O)N1CCN(c2cccc(Cl)c2)CC1)c1ccccc1 (configuration not stated)	-8	0	-9	/	-4.3	0.0	-5	4	-0.2
O=C(COc1ccccc1C(=O)Nc1ccccc1)c1ccc(F)cc1	-5	3	-16	0.0022	1.6	1.4	-1	0	3.3
COC(=O)c1cc(OC)c(OC)cc1NC(=O)CSc1nnc(-c2cccnc2)n1C	-1	-7	-16	0.14	1.8	-0.2	-3	-15	-0.1
CCN1CCN(C(=O)c2ccccc2N(Cc2ccccc2)S(=O)(=O)c2ccc(C)cc2)CC1	1	-5[fluorescence artefact?]	-7	-0.069	-1.8	-2.0	-2	-52	-1.2
CCOC(=O)NCCc1ccc(OC)cc1	-14	0	13	1.7	4.6	1.4	5	29	2.0
COCCCNC(=O)CSC1=Nc2ccccc2C2=NC(c3ccccc3)C(=O)N12 (configuration not stated)	-1	8	-6	0.062	1.0	-0.5	12	-103	-0.6
CN(C)c1cccc(C(=O)OCC(=O)Nc2ccccc2Cl)c1	7	-2	-20	-0.47	0.3	-0.2	6	56*	1.8
O=[N+]([O-])c1ccccc1S(=O)(=O)Oc1ccc(C(=S)N2CCOCC2)cc1	1	-3	-1	-0.081	-0.8	-0.2	/	-2	-0.8
SMILES	MDM2 E3 inh	eIF4E 4G PPI	EBV gp42 inh	Cl transport mod	TNF death inh	PERK inhibitor	Rad51 HR inh	Calpain2 inh	L929 necroptosis
CCOC(=O)C(C)Sc1nc(-c2cccs2)ccc1C#N (configuration not stated)	-10	4	5	/	-9.3	0.2	-5	-89	0.9
CC1=C(C(=O)Nc2ccccc2)C(c2ccccn2)n2ncnc2N1 (configuration not stated)	7	1	-10	0.57	0.7	1.8	/	0	0.1
O=c1[nH]cnc2scc(-c3cccs3)c12	-8	-3[fluorescence artefact?]	2	-0.74	0.4	-0.5	3	-4	1.1
COc1cc(OC)cc(C(=O)N2CCC(N3CCN(c4ccccc4)CC3)CC2)c1	-6	2	-9	0.64	-0.6	-1.1	1	-15	-0.6
Cc1ccc(/C=N/n2c(-c3ccncc3)n[nH]c2=S)s1	-3	8	-6	0.78	5.5	1.3	6	16	2.6
COc1ccc(/C=C(\NC(=O)c2cccs2)C(=O)N2CCOCC2)cc1OC	-2	5[fluorescence artefact?]	-4	-0.36	1.3	0.1	-5	8	0.3
COc1ccc(C(=O)n2nc(-c3ccc(Cl)cc3)nc2N)cc1OC	-20	-5	-12	-0.39	-6.2	1.0	/	20	-0.1
COc1ccc2nc(Nc3nc(CSc4ccc(C)cc4)cc(=O)[nH]3)nc(C)c2c1	-12	5	-10	-1.3	0.7	0.8	4	-65	0.5
COc1cc(CNC2CCCC2)cc(Cl)c1OCc1ccc(F)cc1	-10	-4	-9	/	-5.2	0.2	-6	-32	4.3
OCCCNCc1ccc(Cl)cc1Cl	-6	5	-5	0.24	1.1	-0.8	1	1	-0.3
NC(=O)C1CCN(CC(=O)N2N=CCC2c2ccccc2)CC1 (configuration not stated)	-6	-2	0	0.051	0.8	0.3	-5	-1	2.5
O=C(Nc1ccc(Cl)cc1)OCc1cc(-c2ccccc2Cl)on1	-19	6	-16	-0.34	-3.6	2.4	/	23	0.1
CC1CCCCN1C(=O)COc1ccccc1F (configuration not stated)	-4	-2	-6	-0.38	2.4	0.1	-6	30	-0.4
C=CCNC(=O)C1CCN(S(C)(=O)=O)CC1	-2	3	-19	-0.27	0.2	1.6	-9	-1	2.0
COc1ccc(/C=N/NC(=O)CCc2ccccc2)cc1O	15	-10	-17	-0.88	-4.0	1.1	10	-10	0.4
